Nrf2 inh: inhibitors of Nrf2 signaling. A549 ARE-Fluc reporter, luciferase luminescence, 18-24 h. Potency, µM (series often up to 46 µM), inactives show top-dose activity change, negative = inhibition, most hits filed as inhibitors. 360,000 compounds, 2.1% hits. AID 504444; further: potency means the concentration at half of the fitted maximal effect; on the % scale 0 is the no-effect control and ±100 the full control effect; nearly all actives have a fitted effect of over 60% in size
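Reporter: ARE-Fluc in A549. Exposure: 18-24 h, 37 °C, 5% CO2, 5% FBS OPTI-MEM. Readouts: fluorescent cytotoxicity (CellTiter-Fluor), then luminescent Nrf2 signal after BugLite.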
TGFb SMAD3 inh: inhibitors of TGF-b signaling. 410,000 compounds, 1.2% hits. Potency, µM (doses to about 46.1 µM), without a hit: at the highest dose activity, negative = inhibition, usual class: inhibitors. HepG2 CAGA-GFP TGF-b/SMAD3 reporter, GFP fluorescence, 18 h; TGF-beta stimulated, 500 pg/mL final. AID 588855; further: potency means the concentration at half of the fitted maximal effect; on the % scale 0 is the no-effect control and ±100 the full control effect; nearly all actives have a fitted effect of over 65% in size
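TGF-beta reporter screen: HEPG2 CAGA-GFP, 1% FBS, 500 pg/mL TGF-beta final, 18 h; per-cell GFP summed per well; curves fitted and categorized by class.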
pAkt inh: inhibitors of Akt phosphorylation; Neuro2A IGF-stimulated pAkt S473 HTRF, 20 min; active compounds read low; activity change, % for hits at 50 µM; 360,000 compounds, 0.32% hits; in the data active means activity change below about -80%; inconclusive means mostly about -51% to -80%; further: on the % scale 0 is the no-effect control and ±100 the full control effect
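Neuro2A cells in DMEM with 0.5% FBS, overnight at 37 deg C, given compound at single 50 µM final, then IGF (6 nM final) for 20 min at 37 deg C. Lysed; phospho-Akt Ser473 by HTRF after 24 h, 665/615 ratio.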
MmCpn inh: inhibitors of Methanococcus maripaludis chaperonin (MmCpn). purified Mm-Cpn ATPase, ADP Transcreener TR-FRET. Potency, µM (top dose mostly 76.9 µM), for the others: at the highest dose activity, negative = inhibition, actives largely listed as inhibitors. 330,000 compounds, 0.031% hits. AID 504842; further: potency means the concentration at half of the fitted maximal effect; on the % scale 0 is the no-effect control and ±100 the full control effect; nearly all actives have a fitted effect of over 80% in size
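TR-FRET (320 nm excitation; 590 and 665 nm emission) reports ADP made from 10 uM ATP by 25 nM enzyme; compounds were preincubated 10 min, reaction run 30 min, both at 37°C.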
HepG2 viability: kills HepG2 cells in TGF-b inhibitor counter-screen. HepG2 CAGA-GFP viability, ATP luminescence, 18 h. Potency, µM (titrated, usually from 46.1 µM), for the others: at the highest dose activity change, negative = cytotoxicity, hits mostly cytotoxic. 410,000 compounds, 0.76% hits; further: potency means the concentration at half of the fitted maximal effect; some results filed as inactive show a strong effect at the top dose
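HepG2 CAGA-GFP cells (1000/well, DMEM with 1% FBS) received compound, then TGF-beta at 500 pg/mL final, and were incubated 18 hours at 37 degrees C. Viability was read by CellTiter-Glo luminescence. Media-only wells were set as complete cell-killing and DMSO as no toxicity.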
A549 tox: A549 cytotoxicity, counter-screen for Nrf2 inhibitors; Potency, µM (titrated, usually from 46 µM), for inactives: at the top dose activity change, negative = cytotoxicity, hits mostly inhibitors; 390,000 compounds, 0.16% hits; A549 ARE-Fluc cells, CellTiter-Fluor viability, 18-24 h; AID 504648; further: potency means the concentration at half of the fitted maximal effect; on the % scale 0 is the no-effect control and ±100 the full control effect
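A549 ARE-Fluc cells in 5% FBS OPTI-MEM, 5000 cells/well, rested 2 h then exposed to compounds in concentration-response for 18-24 h at 37 °C. Viability by CellTiter-Fluor fluorescence (Ex 405/Em 525) after 30 min; luciferase luminescence (BugLite, 15 min, RT) read afterwards.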
CCT modulator: changes cytosolic chaperonin activity | purified chaperonin ATPase assay, HTRF ADP detection, 30 min | activity change, % (test concentration not listed), hits read low | 360,000 compounds, 0.3% hits | AID 651819; in the data active means activity change below about -30%; further: on the % scale 0 is the no-effect control and ±100 the full control effect
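TRiC (40 or 20 nM final, by batch activity) in 30 mM Tris pH 7.4, 100 mM KCl, 5 mM MgCl2, 1 mM DTT was treated with compound at 76 uM single dose, then 10 uM ATP, 30 min at 37 °C. ADP was read by HTRF Transcreener.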
Abeta yeast res: compounds reversing amyloid beta toxicity in yeast; Potency, µM (series often up to 46.1 µM), inactives show at the top dose growth rescue, actives largely listed as activators; yeast expressing A-beta42, growth rescue, OD600, 48 h; response scale: 0% DMSO, 100% iron-clioquinol control; 410,000 compounds, 0.063% hits; further: potency means the concentration at half of the fitted maximal effect; nearly all actives have a fitted effect of over 55% in size
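Growth rescue measured by 600 nm absorbance after 48 h yeast culture at 30 C with compound. Values normalized between DMSO and an equimolar ferric chloride plus clioquinol control.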
Nrf2 ARE act: activates Nrf2 signaling; AREc32 ARE-luciferase reporter (MCF7-derived line), luminescence, 24 h; Potency, µM (top dose mostly 46.1 µM), without a hit: at the highest dose activation, actives largely listed as activators; 410,000 compounds, 0.31% hits; further: potency means the concentration at half of the fitted maximal effect; % of control where 0% means no effect; nearly all actives have a fitted effect of over 65% in size
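ARE activation measured as luciferase luminescence (Steady-Glo, 30 min RT) in AREc32_Fluc cells after 24 hr compound exposure at 37 deg C, 5% CO2; cells seeded overnight at 1000/well in OPTI-MEM, 5% FBS.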
Numbers without * were called inactive; i = inactive; ? = inconclusive; . = not tested or not shown; [ ] = another dose, or the depositor's remark. Unless noted, the call rests on the fitted dose curve; in most records, active means well fitted curve in the direction sought with a large enough effect; inconclusive means small, poorly fitted or top-dose-only effect, or another doubt; inactive means no such curve, though single readings can be large; an effect the other way counts as inactive or inconclusive.

SMILES | Nrf2 inh | TGFb SMAD3 inh | pAkt inh | MmCpn inh | HepG2 viability | A549 tox | CCT modulator | Abeta yeast res | Nrf2 ARE act
O=C(c1ccco1)N1CCN=C1SCc1ccccc1Cl | -2% | 7% | i | 1% | -7% | 1% | -0.6 | -7% | 8.3%
O=C(NC1CCCCC1)c1cc(-c2ccccc2Cl)on1 | ? | -3% | i | -2% | -8% | 2% | -4.2 | -9% | 23%
COc1ccccc1NC(=O)C1CC(C)OC1=O (stereo unspecified) | 0% | 25% | i | . | -8% | 14% | -1.7 | -5% | -0.5%
COc1ccccc1NS(=O)(=O)c1cc(C(=O)NCCC(C)C)ccc1F | -8% | -13% | i | -2% | 0% | 5% | 0.5 | -3% | -0.3%
CC(=O)Nc1cccc(C(=O)N2CCN(S(=O)(=O)Cc3ccccc3)CC2)c1 | -18% | 0% | i | -3% | 7% | 2% | -1.5 | -11% | -0.7%
Nc1cc(C(=O)OCC(=O)NCCNC(=O)COC(=O)c2ccc(Cl)c(N)c2)ccc1Cl | 5% | 19% | i | 1% | 2% | 0% | -0.8 | -8% | 0.6%
CN(CC(=O)Nc1ccc(F)cc1)C(=O)COC(=O)/C=C/c1ccccc1[N+](=O)[O-] | -26% | 5% | i | 3% | 8% | 7% | 0.4 | -19% | ?
Cc1ccc(CCNC(=O)C2CCN(c3nnc(C)c4c(C)n(-c5ccccc5)nc34)CC2)cc1 | 0% | -4% | . | . | -10% | 3% | . | -10% | -1.0%
COc1ccc(NC(=O)CSc2nnc(C3CCCCC3)n2N)cc1 | -3% | ? | i | -15% | -3% | -1% | 0.2 | -20% | -0.6%
CC(C)(CC(=O)O)CC(=O)Nc1cc(C(F)(F)F)cc(C(F)(F)F)c1 | 3% | 7% | i | -5% | -2% | ? | -1.2 | -1% | 0.7%
COc1ccc(NC(=O)Cn2c(-c3ccccc3)cn(-c3ccc(C)cc3)c2=O)cc1 | 2% | 8% | i | 0% | 5% | -5% | -6.2 | 1% | 5.6%
CC(C)(C)c1ccc(NC(=O)NCc2ccco2)cc1 | 23% | 4% | i | 0% | -15% | -9% | -0.4 | -2% | 2.6%
O=C(COc1ccc(CO)cc1Cl)Nc1ccc(F)cc1 | ? | -14% | i | 2% | -33% | 0% | -2.6 | -5% | 2.6%
COc1cc(CNC(=O)c2ccc3nc(Cc4ccccc4)oc3c2)cc(OC)c1OC | . | ? | . | . | -41% | -4% | . | 14% | 0.6%
CC(C)C(N)c1csc(Nc2ccc(C(=O)N(C)Cc3ccccc3)cn2)n1 (stereo unspecified) | . | -2% | i | . | -19% | . | -0.2 | 11% | 0.6%[9.22 µM]
Cc1oc2c(cc(NS(=O)(=O)c3cccs3)c3ccccc32)c1C(=O)OC(C)C | ? | 19% | i | -1% | -21% | -12% | -1.3 | 11% | 5.6%
CCc1nnc(NC(=O)CSc2nnc(-c3ccccc3O)n2-c2ccc(C)cc2C)s1 | . | ? | i | . | 18% | 1% | 1.4 | -8% | 2.8%
Cc1ccc(Oc2ncnc(N)c2[N+](=O)[O-])cc1C | 5% | -13% | i | 0% | 0% | -13% | 1.5 | 15% | 25%
COc1ccc(CCN2C(=O)N(c3ccc(OC)cc3)C(=O)C2CC(=O)Nc2ccccc2)cc1 (stereo unspecified) | 16% | 3% | i | 2% | 14% | -6% | 0.4 | 8% | 0.0%
CCCCOC(=O)c1ccc(NC(=O)c2ccccc2OC)cc1 | 2% | 1% | i | -2% | -20% | 1% | -0.7 | 8% | 3.4%
CCCc1cc(=O)[nH]c(Nc2ccccc2O)n1 | 0% | -8% | . | . | 3% | 0% | . | -2% | 11µM*
O=C(COc1ncnc2ccccc12)NCc1ccc2c(c1)OCO2 | 3% | 27% | i | -1% | 0% | 1% | -6.6 | -6% | 0.8%
N#Cc1ccccc1S(=O)(=O)N1CCN(CC(=O)NCC2(N3CCOCC3)CCCCC2)CC1 | -8% | -11% | i | 0% | -1% | -10% | -3.5 | -7% | -1.1%
Cc1ccc(C)c(C(=O)COC(=O)CCN2C(=O)C3C4CCC(C4)C3C2=O)c1 (stereo unspecified) | 1% | 9% | i | -2% | 8% | 7% | 0.9 | -6% | 0.1%
CCNC(=O)CN(CCc1ccccc1)S(C)(=O)=O | 4% | 0% | i | -1% | 3% | 3% | -4.5 | 2% | 0.3%
CCC(=O)Nc1cccc(NC(=O)CSc2nnnn2Cc2ccccc2)c1 | -9% | 0% | i | 1% | -32% | -6% | -2.9 | -4% | 0.0%
CCOC(=O)C1C(=O)C=C(c2ccc([N+](=O)[O-])cc2)CC1c1ccccc1 (stereo unspecified) | -16% | -6% | i | -9% | -37% | -3% | -1.8 | 0% | 0.4%
COc1cc(NC(=O)c2ccnn2C)c(OC)cc1Cl | -3% | 2% | i | -2% | -13% | 1% | -0.5 | -9% | 5.2%
CCN(c1ccccc1)S(=O)(=O)c1ccc(OC)c(NC(=O)C2=NN(c3ccccc3)C(=O)CC2)c1 | -2% | 0% | i | -1% | -15% | 12% | 2.7 | -1% | 0.4%
CC(=O)NCCc1ccc(S(=O)(=O)N2CCN(c3nc(-c4ccccc4)c(C)s3)CC2)cc1 | -17% | 0% | i | 0% | 1% | 1% | 2.0 | -5% | 0.5%

Reprinted from the part before: 5 entries; new compounds follow.
SMILES | Nrf2 inh | TGFb SMAD3 inh | pAkt inh | MmCpn inh | HepG2 viability | A549 tox | CCT modulator | Abeta yeast res | Nrf2 ARE act
CCC(=O)Nc1cccc(NC(=O)CSc2nnnn2Cc2ccccc2)c1 | -9% | 0% | i | 1% | -32% | -6% | -2.9 | -4% | 0.0%
CCOC(=O)C1C(=O)C=C(c2ccc([N+](=O)[O-])cc2)CC1c1ccccc1 (stereo unspecified) | -16% | -6% | i | -9% | -37% | -3% | -1.8 | 0% | 0.4%
COc1cc(NC(=O)c2ccnn2C)c(OC)cc1Cl | -3% | 2% | i | -2% | -13% | 1% | -0.5 | -9% | 5.2%
CCN(c1ccccc1)S(=O)(=O)c1ccc(OC)c(NC(=O)C2=NN(c3ccccc3)C(=O)CC2)c1 | -2% | 0% | i | -1% | -15% | 12% | 2.7 | -1% | 0.4%
CC(=O)NCCc1ccc(S(=O)(=O)N2CCN(c3nc(-c4ccccc4)c(C)s3)CC2)cc1 | -17% | 0% | i | 0% | 1% | 1% | 2.0 | -5% | 0.5%
Cc1csc(NC(=O)CSc2nc3ccccc3s2)n1 | 8% | 3% | i | 1% | 3% | 0% | -6.5 | 11% | -0.1%
Cc1ccc(NC(=S)NCc2ccccc2)c(C)c1 | 11% | -13% | i | 0% | -33% | 9% | -5.3 | 5% | 0.1%
O=C(NCc1ccccc1)/C(=C\c1ccccc1)NC(=O)c1ccco1 | -5% | -13% | i | -1% | 0% | -4% | 9.2 | 8% | -0.1%
COc1cccc(CNS(=O)(=O)c2ccc(S(=O)(=O)NC3CC3)cc2)c1 | 3% | -19% | i | -16% | -7% | 3% | 3.0 | -10% | 0.4%
Cc1ccc(Nc2nc(N)c([N+](=O)[O-])c(NCCO)n2)cc1C | 3% | ? | i | -1% | 9% | -8% | -3.0 | 2% | 11%
CCN(CC)C(=O)C1=C(C)N(Cc2ccc(OC)cc2)C(=O)C(CC(=O)NCc2cccs2)C1 (stereo unspecified) | . | -5% | i | . | -1% | . | -2.3 | -2% | -0.4%
N#CCCNS(=O)(=O)c1ccc(C(=O)OCCCOC(=O)c2ccc(S(=O)(=O)NCCC#N)cc2)cc1 | 2% | -13% | i | -1% | -8% | 0% | -2.0 | 7% | -0.8%
COC(=O)[C@@]12CCCCN1[C@H](c1ccc(-c3ccc(OC)cc3)cc1)[C@@H]1C(=O)N(C)C(=O)[C@@H]12 | ? | -2% | i | -5% | 5% | -15% | -1.4 | 13% | -0.3%
Cc1ccc(N2CCN(CC(O)COc3ccccc3)CC2)cc1 (stereo unspecified) | -4% | 2% | i | 0% | -1% | 4% | 0.7 | 2% | -0.5%
CC(=O)NC(Cc1ccc(F)c(F)c1)C(=O)NC1CCN(S(=O)(=O)c2ccc(C)cc2)CC1 (stereo unspecified) | 6% | -10% | i | 2% | 7% | 4% | -1.9 | -5% | 0.4%
CCOC(=O)C(=O)Nc1ccccc1C(=O)OC | 5% | 1% | i | 0% | 0% | 1% | -4.1 | 8% | 0.1%
COc1ccc(CN(CC(=O)NC2CCCC2)C(=O)c2onc(C(N)=O)c2N)cc1 | 2% | 0% | i | 1% | 2% | 1% | -0.5 | 32% | 0.4%
COc1ccc(N2CCN(C(=O)C3CCC(Cn4c(=S)[nH]c5ccccc5c4=O)CC3)CC2)cc1 (stereo unspecified) | . | -13% | . | -4% | -33% | -10% | -3.1 | 22% | 2.3%
O=C(C1CCCC1)N1CCC(CO)(Cc2ccccc2Cl)CC1 | 2% | -11% | i | -1% | 3% | 2% | 2.9 | ? | 0.1%
Cc1nc([N+](=O)[O-])cn1CC(O)c1ccccc1 (stereo unspecified) | -6% | -7% | i | -2% | 17% | -4% | 0.2 | 8% | -0.6%
O=C(CCCCCn1c(=S)[nH]c2cc3c(cc2c1=O)OCO3)NCCc1ccccc1 | -6% | 15% | i | -14% | 19% | -1% | -0.8 | . | -0.1%
Cn1c(=O)n(CC(=O)O)c(=O)c2c1nc1n2CCCN1CCc1ccccc1 | -1% | 21% | i | -10% | 25% | -1% | -2.0 | 9% | -0.1%

Screens from PubChem.
